Screens as filed in PubChem.
C2C12 statin: protects C2C12 myotubes from simvastatin toxicity. hit rate 0.78% among 330,000. ATP luminescence, 48 h; scaled: DMSO 0, geranylgeraniol control 100. rescue of ATP level, % at 7.49 µM;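 active means mean ATP rescue above about 67%, or every replicate alone reaching that limit, limit read from the data, passing the limit was not always enough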;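 further: myotubes were challenged with 10 µM simvastatin during compound exposure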
ERAP1 HTS inh: blocks human ERAP1 aminopeptidase activity. Q9NZ08. hit rate 0.15% among 340,000. inhibition, % at 10.7 µM. AID 652197. recombinant ERAP1, Leu-AMC fluorescence, 60 min;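 active means mean replicate inhibition of at least 30%, or all replicates individually reaching that 30% level; inactive means mean below 30% and not every replicate reaching it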;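 further: 0% = neutral control wells and 100% = L-leucinethiol positive control wells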
Target sequence (Q9NZ08 whole entry, looked up): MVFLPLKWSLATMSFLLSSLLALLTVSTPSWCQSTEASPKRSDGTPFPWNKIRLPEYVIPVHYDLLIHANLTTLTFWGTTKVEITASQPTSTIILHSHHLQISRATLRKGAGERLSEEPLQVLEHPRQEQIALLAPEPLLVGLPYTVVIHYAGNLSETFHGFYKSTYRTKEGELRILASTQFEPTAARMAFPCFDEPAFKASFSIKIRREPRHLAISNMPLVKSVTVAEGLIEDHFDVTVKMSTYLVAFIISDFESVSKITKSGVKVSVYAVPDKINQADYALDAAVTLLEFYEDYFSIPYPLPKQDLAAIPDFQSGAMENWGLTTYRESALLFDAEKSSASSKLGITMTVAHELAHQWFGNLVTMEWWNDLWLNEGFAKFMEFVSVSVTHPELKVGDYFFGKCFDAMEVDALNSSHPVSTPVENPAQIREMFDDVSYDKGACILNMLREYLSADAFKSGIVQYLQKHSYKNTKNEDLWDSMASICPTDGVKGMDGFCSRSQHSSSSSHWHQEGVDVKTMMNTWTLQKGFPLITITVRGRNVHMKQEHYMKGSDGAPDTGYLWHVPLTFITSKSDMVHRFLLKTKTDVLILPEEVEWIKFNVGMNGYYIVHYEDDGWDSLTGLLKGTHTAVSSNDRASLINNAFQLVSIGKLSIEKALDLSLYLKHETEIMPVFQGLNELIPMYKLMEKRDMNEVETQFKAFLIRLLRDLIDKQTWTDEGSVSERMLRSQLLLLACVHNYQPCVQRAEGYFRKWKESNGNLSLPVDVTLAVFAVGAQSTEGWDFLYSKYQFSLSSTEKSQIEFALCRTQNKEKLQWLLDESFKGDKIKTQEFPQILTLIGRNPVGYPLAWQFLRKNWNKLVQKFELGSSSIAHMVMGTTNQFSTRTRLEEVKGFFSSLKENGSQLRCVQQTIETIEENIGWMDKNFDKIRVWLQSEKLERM
LGR2 inh: inhibitors of bursicon-induced Drosophila LGR2 receptor cAMP signaling | HEK293 LGR2, CRE-luciferase, bursicon-stimulated, 4 h | inhibition, % at 9.99 µM | hit rate 0.35% among 380,000 | AID 720647;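 active means drop in luminescence signal, shown as inhibition above about 50% in the replicate tests, limit read from the data, passing the limit was not always enough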;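 further: agonist challenge used bursicon conditioned medium at about half maximal strength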
Cneo AK release: causes C. neoformans cell lysis. adenylate kinase release luminescence, 4 h; normalised: neutral wells 0, clomiphene wells 100. lysis activity, % at 15 µM. hit rate 0.2% among 360,000;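 active means mean lysis activity across replicates of at least 80%, whatever share of replicates individually reach that level; inactive means mean lysis activity below 80%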
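Assay system: C. neoformans cells. Amount: yeast cell density of 5 × 10^6 cells/mL. Technique: AK luminescence. Buffer or medium: YPD. Times: static 4 h at 37 °C with compound, 1 h detection. Dosing: single-point compound dose. Read-out: lysis from increased AK signal.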
Xi reactivation: reactivates the inactive X chromosome in mouse fibroblasts. XiGFP mouse fibroblasts, % GFP-positive cells imaging, 3 d; cells co-treated with 5-aza-dC sensitizer; scaled so ellipticine positive control = 100%. activation, % at 7.58 µM. hit rate 0.055% among 360,000;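 active means mean normalized replicate activation at least 10% and every replicate at or above 10%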;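 further: 0% = median of on-plate neutral control wells and 100% = ellipticine 6 µM median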
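material = 68-5-11 XiGFP fibroblast line | medium = DMEM plus 5-aza-dC sensitizer | schedule = 3 days compound exposure | benchmarks = positive control ellipticine, 6 µM final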
PGC1a acetyl inh: lowers PGC1a acetylation signal in U2OS cells | hit rate 0.17% among 350,000 | inhibition, % at 15.6 µM | AlphaScreen anti-acetyl-lysine; with virally co-expressed GCN5 acetyltransferase;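 active means every replicate shows inhibition of at least 40%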;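 further: 0% = neutral control wells and 100% = positive control wells; some results beyond the cut were filed as inactive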
S100A4 MyoIIA: inhibitors of human S100A4 binding to myosin IIA peptide; P26447; S100A4/TAMRA-MyoIIA peptide fluorescence polarization; inhibition, % at 10.7 µM; hit rate 0.14% among 360,000; AID 652163;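 active means mean inhibition of at least 70% across replicates, with every replicate also reaching that level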
Target sequence (P26447 whole entry, looked up): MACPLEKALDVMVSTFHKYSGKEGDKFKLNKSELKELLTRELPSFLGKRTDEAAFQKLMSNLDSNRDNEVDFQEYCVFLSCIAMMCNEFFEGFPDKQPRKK
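Test system – S100A4 monomer (human) · Compound – single-point compound testing · Schedule – 5 min incubation before reading · Probe or stimulus – TAMRA-labelled myosin IIA heavy-chain peptide probe, 5 nM · Benchmarks – neutral control DMSO, positive control TFP · Medium – Calcium-containing HEPES buffer, pH 7.2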
SIRT5 inh: inhibitors of human sirtuin-5 desuccinylase | Purified SirT5, succinyl-peptide AMC, trypsin-coupled fluorescence | inhibition, % at 15 µM | hit rate 1.1% among 330,000 | AID 652115; in the data active means inhibition above about 15%
Starred values were filed as active, the others as inactive. Not all compounds are listed; count on the stated rates, not on these rows.

COc1ccc(C(=O)Cn2c(C(C)=O)nc3ccccc32)cc1 was read as ERAP1 HTS inh -2, LGR2 inh -34, Xi reactivation 0.2, PGC1a acetyl inh 0 and S100A4 MyoIIA -7.
For COc1cc(C(=O)N2CCN(C(=O)C3COc4ccccc4O3)CC2)cc(OC)c1OC (stereo unspecified) the results were C2C12 statin -7, ERAP1 HTS inh 1, LGR2 inh 0, Cneo AK release 6, Xi reactivation 0.0, PGC1a acetyl inh 0, S100A4 MyoIIA -4 and SIRT5 inh -4.
`CNC1(c2nnnn2-c2ccccc2C)CCOC(C)(C)C1` (stereo unspecified) gave ERAP1 HTS inh 0, LGR2 inh -15, Cneo AK release 1, Xi reactivation 0.0, PGC1a acetyl inh -6, S100A4 MyoIIA 4 and SIRT5 inh -4.
Screening COc1ccc(Cl)cc1NC(=O)CN1C(=O)CC(C)S(=O)(=O)c2ccccc21 (stereo unspecified) returned ERAP1 HTS inh 3, LGR2 inh 5, Cneo AK release -3, Xi reactivation 0.3, S100A4 MyoIIA -2 and SIRT5 inh -6.
CC1(NC(=O)CC(c2ccccc2)(c2ccccc2)c2ccccc2)CCN(CCCc2ccccc2)C1=O (stereo unspecified) was read as C2C12 statin 17, ERAP1 HTS inh -4, LGR2 inh 33, Cneo AK release 1, Xi reactivation 0.1, PGC1a acetyl inh 7, S100A4 MyoIIA -2 and SIRT5 inh -2.
For C[C@@H]1CN([C@H](C)CO)C(=O)Cc2cc(NC(=O)Nc3ccccc3)ccc2O[C@H]1CN(C)Cc1ccc(C(=O)O)cc1 the results were C2C12 statin -14, ERAP1 HTS inh -1, LGR2 inh 5, Cneo AK release -1, Xi reactivation -0.1, PGC1a acetyl inh 5, S100A4 MyoIIA -1 and SIRT5 inh -2.
For Cc1cccc(-c2ccccc2[C@H]2[C@@H](C#N)N(c3ncc(-c4ccccc4)s3)[C@@H]2CO)c1 the results were ERAP1 HTS inh 2, LGR2 inh 5, Xi reactivation 0.3, PGC1a acetyl inh 8, S100A4 MyoIIA 9 and SIRT5 inh 2.
Cc1cc(OC(C)C(=O)N2CCN(c3ccc(F)cc3)CC2)c2c(C)c(C)c(=O)oc2c1 (stereo unspecified) was read as C2C12 statin 1, ERAP1 HTS inh -2, LGR2 inh 12, Cneo AK release -3, Xi reactivation -0.1, PGC1a acetyl inh 2, S100A4 MyoIIA 0 and SIRT5 inh 1.
O=C(Cc1nnc(NC(=O)c2cccc([N+](=O)[O-])c2)s1)NCc1ccccc1 was read as C2C12 statin 2, ERAP1 HTS inh -6, LGR2 inh -14, Cneo AK release 0, Xi reactivation -0.1, PGC1a acetyl inh 1, S100A4 MyoIIA -2 and SIRT5 inh -2.
For CO[C@@H]1CN(C)C(=O)c2ccc(NC(=O)c3cc(C)on3)cc2OC[C@@H](C)NC[C@@H]1C the results were C2C12 statin 4, ERAP1 HTS inh 2, LGR2 inh 15, Cneo AK release -6, Xi reactivation -0.2, PGC1a acetyl inh -3, S100A4 MyoIIA 6 and SIRT5 inh -8.
`COc1cccc(C2=NOC(C(=O)NCc3ccccn3)C2)c1` (stereo unspecified) gave C2C12 statin 1, LGR2 inh -7, Cneo AK release -2 and PGC1a acetyl inh 1.
CCOc1cc(/C=C(/C#N)c2nc3ccccc3[nH]2)ccc1Oc1ccc([N+](=O)[O-])cn1 was read as C2C12 statin -133, ERAP1 HTS inh -2, LGR2 inh 11, Cneo AK release -2, PGC1a acetyl inh -25 and S100A4 MyoIIA -3.
Screening Cc1ccc2nc(N(CCCN(C)C)C(=O)c3ccc(S(=O)(=O)N4CCOCC4)cc3)sc2c1 returned C2C12 statin -8, ERAP1 HTS inh -1, LGR2 inh -10, Cneo AK release 1, Xi reactivation 0.3, PGC1a acetyl inh -13, S100A4 MyoIIA -11 and SIRT5 inh -6.
`Cn1c(SCC(=O)Nc2cccc(F)c2)nc2c([nH]c3ccccc32)c1=O` gave ERAP1 HTS inh -3, LGR2 inh 13, Xi reactivation 0.1 and S100A4 MyoIIA -1.
For C[C@H](CO)N1C[C@H](C)[C@H](CN(C)C(=O)c2ccc3c(c2)OCO3)Oc2ncc(C#CCN(C)C)cc2C1=O the results were C2C12 statin 2, ERAP1 HTS inh 0, LGR2 inh 12, Cneo AK release 1, Xi reactivation -1.3, PGC1a acetyl inh 6, S100A4 MyoIIA 3 and SIRT5 inh -3.
For CCCCS(=O)(=O)N1CCCC(C(=O)Oc2ccc(Cl)cc2)C1 (stereo unspecified) the results were C2C12 statin 4, ERAP1 HTS inh -2, LGR2 inh 3, Cneo AK release -1, Xi reactivation 0.0, PGC1a acetyl inh 4, S100A4 MyoIIA 0 and SIRT5 inh -3.
`C/C(CC(=O)Nc1ccc(F)cc1)=N\NC(=O)c1ccccn1` gave C2C12 statin -5, ERAP1 HTS inh -2, LGR2 inh 23, Cneo AK release 4, Xi reactivation -0.1, PGC1a acetyl inh 17, S100A4 MyoIIA -3 and SIRT5 inh 2.
`CO[C@@H]1CN(C)C(=O)c2ccc(NC(=O)C3CCC3)cc2OC[C@@H](C)N(C)C[C@@H]1C` gave C2C12 statin 2, ERAP1 HTS inh 1, LGR2 inh -12, Cneo AK release -1, Xi reactivation 0.4, S100A4 MyoIIA -12 and SIRT5 inh -4.
Screening CC1=NOC(=O)/C1=C\c1ccccc1 returned C2C12 statin 22, ERAP1 HTS inh 2, LGR2 inh -4, Cneo AK release 0, Xi reactivation 0.1, PGC1a acetyl inh -2, S100A4 MyoIIA 0 and SIRT5 inh -2.
COc1ccc(NC(=O)Nc2ccc3c(c2)C(=O)N([C@@H](C)CO)C[C@H](C)[C@@H](CN(C)CC2CC2)OCCCC[C@H](C)O3)cc1 was read as ERAP1 HTS inh 1, LGR2 inh 7, Cneo AK release 2, Xi reactivation 0.0, PGC1a acetyl inh 4, S100A4 MyoIIA 3 and SIRT5 inh 10.
Screening CCOC(=O)c1nnsc1C(OC)Oc1ccccc1 (stereo unspecified) returned C2C12 statin 0, ERAP1 HTS inh -2, LGR2 inh -7, Cneo AK release -1, Xi reactivation 0.2, PGC1a acetyl inh -12, S100A4 MyoIIA 3 and SIRT5 inh -6.
For Cc1cc(=O)c2c(=O)[nH][nH]c2[nH]1 the results were C2C12 statin 9, ERAP1 HTS inh -4, LGR2 inh -32, Cneo AK release 0, Xi reactivation 0.1, PGC1a acetyl inh -2, S100A4 MyoIIA -1 and SIRT5 inh -3.
Screening O=C(NCC1CCCO1)c1ccc(COc2ccccc2Br)cc1 (stereo unspecified) returned ERAP1 HTS inh 1, LGR2 inh -19, Cneo AK release 1, Xi reactivation 0.0, S100A4 MyoIIA -6 and SIRT5 inh 0.
Screening COc1cccc(C2CC(c3ccccc3)Nc3nc(N)nn32)c1 (stereo unspecified) returned C2C12 statin -1, LGR2 inh 1, Cneo AK release 3, Xi reactivation 0.8 and S100A4 MyoIIA 5.
CCCCN=C(NNc1ccc(Br)cc1)C(=O)OCC was read as ERAP1 HTS inh 11, LGR2 inh 11, Xi reactivation -0.1, S100A4 MyoIIA 4 and SIRT5 inh -2.
Cc1cccc(Nc2ncnc3nc[nH]c23)c1C was read as C2C12 statin -5, ERAP1 HTS inh -2, LGR2 inh -5, Cneo AK release -1, Xi reactivation 3.6, PGC1a acetyl inh 8 and S100A4 MyoIIA 0.
`CO[C@@H]1CN(C)C(=O)c2ccc(NC(C)=O)cc2OC[C@H](C)N(C(=O)Cc2cccnc2)C[C@@H]1C` gave C2C12 statin -3, ERAP1 HTS inh -1, LGR2 inh -5, Cneo AK release 0, Xi reactivation -0.2, PGC1a acetyl inh -8, S100A4 MyoIIA 2 and SIRT5 inh -1.
For CC(C)(C)c1ccc(/C=C/C(=O)NCCCN2CCOCC2)cc1 the results were C2C12 statin -6, ERAP1 HTS inh -2, Cneo AK release 1, Xi reactivation 0.1, PGC1a acetyl inh -9, S100A4 MyoIIA 0 and SIRT5 inh 10.
`CCOC1=C2[C@H](c3cccc(Cl)c3)N(S(=O)(=O)c3ccc(C)cc3)C[C@H]2n2c(=O)n(-c3ccccc3)c(=O)n2C1` gave C2C12 statin -6, LGR2 inh 10, Cneo AK release 2, Xi reactivation 0.2, PGC1a acetyl inh -26, S100A4 MyoIIA 16 and SIRT5 inh 4.
For Cc1c(C(=O)N2C[C@@H](C)O[C@@H](C)C2)oc2c(F)cccc12 the results were C2C12 statin -5, ERAP1 HTS inh 1, LGR2 inh -57, Cneo AK release 1, Xi reactivation 0.0, PGC1a acetyl inh 7, S100A4 MyoIIA -1 and SIRT5 inh -2.
For O=C(Cc1cccs1)NCc1cccc(F)c1 the results were ERAP1 HTS inh 3, LGR2 inh -15, Xi reactivation 0.0, S100A4 MyoIIA -1 and SIRT5 inh -1.
For Cc1cccc(NC(=O)CCS(=O)(=O)c2ccc3c(c2)oc(=O)n3C)c1 the results were C2C12 statin -9, ERAP1 HTS inh -3, LGR2 inh 7, Cneo AK release 3, Xi reactivation 0.0, PGC1a acetyl inh -8, S100A4 MyoIIA -6 and SIRT5 inh -8.
CC(OC(=O)/C=C/c1cccs1)C(=O)NC1CCCCC1C (stereo unspecified) was read as ERAP1 HTS inh 1, LGR2 inh -10, Cneo AK release 1, Xi reactivation -0.1, PGC1a acetyl inh -1, S100A4 MyoIIA -1 and SIRT5 inh 8.
Screening CC(C)NC(=O)CCCOc1ccc(Cl)cc1Cl returned C2C12 statin -3, ERAP1 HTS inh -1, LGR2 inh -36, Cneo AK release 1, PGC1a acetyl inh 8, S100A4 MyoIIA -6 and SIRT5 inh -4.
For CCN(CC)S(=O)(=O)c1cc(NC(=O)c2ccc(-n3cncn3)c([N+](=O)[O-])c2)ccc1C the results were C2C12 statin -15, ERAP1 HTS inh 3, LGR2 inh 26, Cneo AK release -16, Xi reactivation 0.1, PGC1a acetyl inh 9, S100A4 MyoIIA -5 and SIRT5 inh 2.
NC(=O)c1cc(S(=O)(=O)N2CCOCC2)ccc1Sc1ccccc1N was read as C2C12 statin 23, ERAP1 HTS inh 2, LGR2 inh -6, Cneo AK release 0, Xi reactivation 0.3, PGC1a acetyl inh 1, S100A4 MyoIIA -10 and SIRT5 inh -1.
CCCNC(=O)C[C@@H]1CC[C@H]2[C@@H](COC[C@H](O)CN2C(=O)c2ccccn2)O1 was read as C2C12 statin 2, ERAP1 HTS inh 0, LGR2 inh -15, Cneo AK release -3, Xi reactivation 0.0, PGC1a acetyl inh -3, S100A4 MyoIIA -5 and SIRT5 inh -5.
Screening c1csc(CNCc2ccncc2)c1 returned C2C12 statin 0, ERAP1 HTS inh 2, LGR2 inh 26, Cneo AK release -1, Xi reactivation 0.1, PGC1a acetyl inh -13, S100A4 MyoIIA 1 and SIRT5 inh -2.

Quoted at random: three compounds from above.
For CC(C)(C)c1ccc(/C=C/C(=O)NCCCN2CCOCC2)cc1 the results were C2C12 statin -6, ERAP1 HTS inh -2, Cneo AK release 1, Xi reactivation 0.1, PGC1a acetyl inh -9, S100A4 MyoIIA 0 and SIRT5 inh 10.
For Cc1cccc(NC(=O)CCS(=O)(=O)c2ccc3c(c2)oc(=O)n3C)c1 the results were C2C12 statin -9, ERAP1 HTS inh -3, LGR2 inh 7, Cneo AK release 3, Xi reactivation 0.0, PGC1a acetyl inh -8, S100A4 MyoIIA -6 and SIRT5 inh -8.
CCCNC(=O)C[C@@H]1CC[C@H]2[C@@H](COC[C@H](O)CN2C(=O)c2ccccn2)O1 was read as C2C12 statin 2, ERAP1 HTS inh 0, LGR2 inh -15, Cneo AK release -3, Xi reactivation 0.0, PGC1a acetyl inh -3, S100A4 MyoIIA -5 and SIRT5 inh -5.
